Compound activity from PubChem.
tim23-1 inh = growth inhibitors of tim23-1 mutant yeast, primary screen, luminescence, uHTS; S. cerevisiae tim23-1 growth, BacTiter-Glo luminescence, 24 h; inhibition, % at 20 µM; hit rate 1.3% among 330,000; AID 463212, 2010;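 active = growth inhibition of the mutant yeast at or above 50%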;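 also: temperature-sensitive mutant grown at 25 °C; plate controls were DMSO-treated mutant yeast for no effect and medium wells lacking yeast for full effect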
EBI2 antag = EBI2 receptor antagonists, beta-arrestin recruitment, primary screen, cell-based, luminescence, 7a,25-OHC stimulation, uHTS; G-protein coupled receptor 183 (Homo sapiens), P32249; hit rate 0.81% among 360,000; inhibition, % at 5 µM; 7a,25-OHC stimulated; AID 651636, 2012; in the data active = inhibition above about 38%;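 also: enzyme fragment complementation signal reports receptor beta-arrestin coupling in cells; 0% = agonist plus DMSO wells and 100% = wells without agonist; some results beyond the cut were filed as inactive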
Target sequence (P32249 whole entry, looked up, the tested form may be a part): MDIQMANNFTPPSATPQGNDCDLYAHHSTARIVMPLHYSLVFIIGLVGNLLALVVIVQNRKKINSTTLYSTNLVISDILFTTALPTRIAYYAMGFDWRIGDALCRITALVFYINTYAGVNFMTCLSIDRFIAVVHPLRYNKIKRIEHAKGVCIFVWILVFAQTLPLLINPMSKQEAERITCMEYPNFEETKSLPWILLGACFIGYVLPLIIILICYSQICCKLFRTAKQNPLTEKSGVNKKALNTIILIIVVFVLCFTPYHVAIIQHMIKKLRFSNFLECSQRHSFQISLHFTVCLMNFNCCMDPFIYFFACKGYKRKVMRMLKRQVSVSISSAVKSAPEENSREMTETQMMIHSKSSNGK
CXCR6 inh = CXCR6 receptor inhibitors, primary screen, cell-based, beta-arrestin, luminescence, CHO-K1 PathHunter, 1536-well | AID 602244, 2012 | C-X-C chemokine receptor type 6 (Homo sapiens), O00574 | hit rate 0.36% among 360,000 | inhibition, % at 20 µM; in the data active = inhibition above about 34%, passing the limit was not always enough;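 also: antagonist mode with CXCL16 agonist at 10 nM final; 0% = 10 nM CXCL16 with DMSO and 100% = unstimulated wells without agonist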
Target sequence (O00574 whole entry, looked up): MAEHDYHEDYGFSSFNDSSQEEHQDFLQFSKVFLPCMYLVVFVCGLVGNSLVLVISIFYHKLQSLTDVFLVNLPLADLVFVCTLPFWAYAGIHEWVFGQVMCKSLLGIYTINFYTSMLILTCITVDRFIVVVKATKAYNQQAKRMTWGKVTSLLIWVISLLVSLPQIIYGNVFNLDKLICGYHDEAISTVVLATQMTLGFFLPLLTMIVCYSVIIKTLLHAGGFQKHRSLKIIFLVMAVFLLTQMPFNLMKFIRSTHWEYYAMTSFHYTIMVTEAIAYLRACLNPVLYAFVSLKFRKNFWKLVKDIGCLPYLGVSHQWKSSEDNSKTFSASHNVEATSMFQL
APJ ag = agonists of human apelin receptor APJ, primary screen, CHO-K1 cells, PathHunter beta-arrestin, luminescence | activation, % at 20 µM | 0% DMSO wells, 100% apelin | P35414 | hit rate 0.11% among 330,000 | AID 2520, 2010;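 active = activation more than six SD over the plate average, tested at 20 µM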;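 also: 0% = DMSO alone and 100% = apelin-13 at 10 nM; some results filed as inactive read as strong as hits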
Target sequence (P35414 whole entry, looked up): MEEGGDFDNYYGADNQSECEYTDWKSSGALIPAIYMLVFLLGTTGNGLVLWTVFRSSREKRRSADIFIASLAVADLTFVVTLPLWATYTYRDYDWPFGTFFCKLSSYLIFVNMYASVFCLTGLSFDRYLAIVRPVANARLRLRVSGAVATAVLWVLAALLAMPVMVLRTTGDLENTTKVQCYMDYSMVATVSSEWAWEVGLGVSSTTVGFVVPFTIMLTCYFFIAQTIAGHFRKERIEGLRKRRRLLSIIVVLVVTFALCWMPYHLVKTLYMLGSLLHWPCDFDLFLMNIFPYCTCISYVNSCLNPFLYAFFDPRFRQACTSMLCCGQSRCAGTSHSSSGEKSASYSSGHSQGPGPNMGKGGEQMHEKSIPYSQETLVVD
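Assay system: CHO-K1 cells stably expressing ProLink-tagged human APJ and arrestin–beta-gal acceptor. Compound dosing: 20 µM single point, 1% DMSO. Times: 16-18 h seeding, 90 min dark compound exposure, 60 min detection. Detection: beta-gal luminescence. Evaluation: APJ–arrestin association signal. Controls: negative DMSO alone, positive Apelin-13 at 10 nM.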
APJ antag = antagonists of human apelin receptor APJ, primary screen, CHO-K1 cells, beta-arrestin complementation, luminescence. P35414. inhibition, % at 20 µM. hit rate 0.32% among 330,000. AID 2521, 2010;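 active = inhibition above about 40% at 20 µM, limit read from the data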;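 also: cells challenged with 10 nM apelin-13 agonist together with compound; plate controls were apelin-13 plus DMSO wells for no effect and DMSO wells lacking apelin-13 for full effect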
UPR XBP1 act = activators of adaptive XBP1 UPR arm, primary screen, cell-based, CHO-XBP1 luciferase reporter, luminescence, uHTS | hit rate 0.33% among 330,000 | AID 463104, 2010 | IRE1-XBP1 UPR activation; percent of tunicamycin response, DMSO as zero | activation, % at 20 µM;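 active = versus positive control, 20 µM dose yields 30% or more activation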;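 also: 100% = tunicamycin at 10 µg/mL and 0% = DMSO only wells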
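Signal: luciferase luminescence; Assay system: CHO-XBP1 luciferase reporter cells; Amount: one thousand reporter cells per well; Dosing: 20 µM single concentration, DMSO 1%; Benchmarks: high control tunicamycin 10 µg/mL final, low control DMSO vehicle only; Schedule: 6 h compound exposure at 37 °C, 5% CO2; Evaluation: percent activation relative to tunicamycin reference.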
UPR CHOP act = activators of apoptotic CHOP UPR arm, primary screen, cell-based, CHO-CHOP luciferase reporter, luminescence, uHTS; activation, % at 10 µM; AID 449763, 2010; hit rate 0.34% among 330,000; UPR activation; percent of tunicamycin response over DMSO baseline;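 active = at 10 µM dose, activation of 40% or more, normalized to positive control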;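 also: 100% = tunicamycin at 10 µg/mL and 0% = DMSO alone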
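assay system = CHO CHOP reporter cells | amount = 500 CHO-CHOP cells per well | buffer or medium = F12 with 10% FBS | incubation = 16-18 h cell attachment, then 6 h compound exposure, 37 °C | detection = luminescence read with Steady-Glo | read-out = percent activation relative to tunicamycin control | controls = tunicamycin high control, DMSO low control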
Mdm2 MdmX PPI = inhibitors of human Mdm2-MdmX association, primary screen, cell-based, luminescence, split luciferase, SaOS-2, uHTS; SaOS-2 split-luciferase Mdm2/MdmX complementation; inhibition, % at 8 µM; hit rate 3% among 330,000; AID 485346, 2010;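 active = inhibition of at least 50% at 8 µM in the primary screen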
CCR6 antagonist = CCR6 receptor antagonists, primary screen, cell-based, CHO-K1, luminescence, beta-arrestin, uHTS. hit rate 0.49% among 340,000. CHO-K1 CCR6 PathHunter beta-arrestin, CCL20-stimulated. C-C chemokine receptor type 6 (Homo sapiens), P51684. inhibition, % at 20 µM;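 active = compounds whose inhibition of the agonist-driven luminescence signal at 20 µM reaches about 50%, limit read from the data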;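 also: cells stimulated with CCL20 at 14 nM final; plate controls were DMSO with CCL20 for no effect and DMSO without agonist for full effect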
* hit, by the source's call; x = not tested or not shown. Some of the compounds tested; count on the stated rates, not on these rows.

SMILES	tim23-1 inh	EBI2 antag	CXCR6 inh	APJ ag	APJ antag	UPR XBP1 act	UPR CHOP act	Mdm2 MdmX PPI	CCR6 antagonist
CC1(C)CC(NC(=O)C23CCC(C)(/C(=N/O)C2)C3(C)C)CC(C)(C)N1 (stereo not given)	-1.7	-8.3	1.1	-0.3	1.4	-1.9	-2.7	8.8	-3.6
CCc1ccc2oc(-c3cccc(NC(=O)c4cccnc4)c3)nc2c1	12.3	2.7	-9.4	3.4	-14.7	5.9	4.3	-53.5	-13.8
O=C(Nc1ccccc1)Nc1ccc2ccccc2c1	-4.4	1.1	0.3	-2.6	1.6	2.9	3.0	-57.7	-0.2
CCN1CCN(CC(=O)Nc2nc3ccc(OC)cc3s2)CC1	12.6	-3.5	0.4	-4.7	-9.1	3.9	-1.7	10.1	9.7
Cc1ccc(NS(=O)(=O)c2cccc(C(=O)N3CCCCCC3)c2)cc1	12.8	9.3	2.6	3.8	8.2	-0.7	0.4	12.0	12.4
O=C(CNC(=O)c1ccc(Br)cc1)NCC(=O)OCC(=O)c1ccccc1	-8.8	-6.1	3.8	-2.3	-8.3	0.7	-0.5	-23.7	13.4
Cc1ccc(-c2cc(C(=O)NNC(=O)c3csc(N4CCOCC4)n3)c3ccccc3n2)cc1	20.6	7.8	3.1	-6.1	-3.6	3.5	3.0	-22.6	13.3
Cc1nnc(SC(C)C(=O)NC2CCCCC2C)n1N (stereo not given)	-11.7	0.2	5.0	7.7	3.6	0.2	1.1	9.8	-3.4
CC1=NN(c2ccccc2)C(=O)C1C=Nc1ccc(N(C)C)cc1 (stereo not given)	10.9	0.4	0.6	-0.3	-1.0	-1.2	1.5	10.0	19.1
O=C(NCCO)C1COc2ccccc2O1 (stereo not given)	-17.0	10.9	-9.1	-3.1	-8.0	-1.9	-0.3	13.8	6.2
CC(C)(C)c1ccc(CSc2nnc(-c3ccccn3)n2Cc2ccco2)cc1	41.0	18.7	13.9	0.4	-8.3	1.0	1.1	2.7	23.1
CCOc1ccc(C(=O)Nc2nnc(SCC(=O)NCC3CCCO3)s2)cc1 (stereo not given)	-7.8	-17.9	6.7	4.9	1.6	-7.3	-7.7	18.0	3.7
Cc1ccc(-n2c(P(C)(=O)O)nc3ccccc32)cc1	1.7	-7.1	-3.3	-1.4	9.1	-1.2	1.5	-26.4	-7.8
COC(=O)C1=C(C)Nc2nnnn2C1c1ccccc1Cl (stereo not given)	9.0	2.9	3.8	0.3	10.9	-0.9	1.3	7.5	2.7
COc1ccc(NC2CCCN(C(=O)c3ccc4[nH]c(C)c(C)c4c3)C2)cc1 (stereo not given)	19.5	7.7	-10.1	-2.9	8.9	-1.9	0.5	-8.6	16.9
COc1cccc(-c2nn(-c3ccccc3)cc2CN(C)Cc2ccon2)c1	6.4	-1.7	-1.4	-1.9	-6.4	0.0	-1.1	12.9	16.6
O=C(Nc1ccc(Cl)cc1)Nc1nnc(SCc2ccccc2)s1	-8.2	6.7	-0.7	-2.6	-20.1	-1.4	1.6	-13.0	16.4
COc1ccc(O)c(/C=N/NC(=O)CCC(=O)Nc2ccc(C)cc2)c1	19.1	0.9	7.1	-4.0	-4.8	-0.2	2.1	26.2	11.9
CC(C(=O)NCCCc1ccccc1)n1cccc1C(=O)c1ccccc1 (stereo not given)	42.0	24.2	6.8	-5.4	13.5	-4.7	-1.7	12.8	20.1
CC(NC(=O)c1ccc(N(C)C)cc1)c1ccc(F)cc1 (stereo not given)	-4.5	4.7	-2.8	-6.3	-2.6	-2.6	2.4	-13.3	0.5

Filtered by structure, the compounds so far with an aryl methoxy group.
SMILES	tim23-1 inh	EBI2 antag	CXCR6 inh	APJ ag	APJ antag	UPR XBP1 act	UPR CHOP act	Mdm2 MdmX PPI	CCR6 antagonist
CCN1CCN(CC(=O)Nc2nc3ccc(OC)cc3s2)CC1	12.6	-3.5	0.4	-4.7	-9.1	3.9	-1.7	10.1	9.7
COc1ccc(NC2CCCN(C(=O)c3ccc4[nH]c(C)c(C)c4c3)C2)cc1 (stereo not given)	19.5	7.7	-10.1	-2.9	8.9	-1.9	0.5	-8.6	16.9
COc1cccc(-c2nn(-c3ccccc3)cc2CN(C)Cc2ccon2)c1	6.4	-1.7	-1.4	-1.9	-6.4	0.0	-1.1	12.9	16.6
COc1ccc(O)c(/C=N/NC(=O)CCC(=O)Nc2ccc(C)cc2)c1	19.1	0.9	7.1	-4.0	-4.8	-0.2	2.1	26.2	11.9

Carrying on:
SMILES	tim23-1 inh	EBI2 antag	CXCR6 inh	APJ ag	APJ antag	UPR XBP1 act	UPR CHOP act	Mdm2 MdmX PPI	CCR6 antagonist
CCOc1ccc(C(=O)CSc2nnc(C3CC3)n2C)cc1	7.8	-1.3	4.4	-4.0	-2.8	1.8	4.0	-3.6	8.5
Cc1cc(C)cc(N(CCC#N)C(=O)CSc2nc3nc(C)cc(C)n3n2)c1	-6.3	-1.0	3.5	-2.4	14.4	-2.0	-0.7	-6.0	7.0
COc1cc(NC(=O)c2cc3nc(-c4ccccc4)cc(-c4ccccc4)n3n2)cc(OC)c1OC	14.6	-20.7	6.3	5.0	17.0	3.6	1.9	27.5	12.9
CN1CCN(c2ccc(S(=O)(=O)N3CCCCC3)cc2NC(=O)Cc2ccccc2F)CC1	5.4	-12.4	-5.5	-3.0	0.9	-4.3	-1.4	9.1	10.6
O=C(NCC1CCCO1)C1c2ccccc2C(=O)N1C1CCCCCCC1 (stereo not given)	5.8	0.2	-0.2	-0.1	7.3	1.5	-0.1	15.4	4.8
COc1ccc(NC(=O)c2cc(C(C)C)on2)cc1OC	15.3	-6.8	-1.7	-2.8	15.4	2.8	5.0	0.0	7.0
C=CCn1cccc(C(=O)Nc2ccc(N(C)C)cc2)c1=O	15.1	-14.0	7.6	0.6	7.8	5.8	3.6	-13.2	0.1
Cc1cc(NC(=O)CSc2ncc(C(=O)O)n2-c2ccc(F)cc2)no1	-4.3	1.5	12.7	-4.2	15.2	-1.9	-0.5	10.7	9.7
Cc1ccc(CCNC(=O)c2cc(C)nn2-c2ccccc2)cc1	14.2	14.9	-5.6	-3.0	4.4	5.6	0.8	18.6	4.9
CC(C)=CCC12Oc3cc(O)ccc3C1(O)Oc1cc3c(c(O)c1C2=O)C=CC(C)(C)O3 (stereo not given)	46.7	x	x	-0.1	-89.6	1.1	-0.7	18.2	7.2
S=c1[nH]nc(-c2ccncc2)n1/N=C/C=C/c1ccco1	9.4	6.6	-10.0	-0.2	8.8	1.7	-1.3	-1.4	14.2
O=Cc1ccc(N2CCCC2)c(F)c1	12.9	15.2	2.2	-4.3	-1.3	-1.9	-0.5	15.9	0.5
CCc1cc2c(SCC(=O)N3CC(=O)Nc4ccccc43)ncnc2s1	25.1	0.8	0.6	4.3	-8.6	2.4	-3.1	12.1	3.5
CC1(C(=O)N(c2ccccc2)C(C(=O)NC2CCCC2)c2ccccn2)CC(=O)N=C2C=CC=CN21 (stereo not given)	-4.4	3.7	-1.4	1.4	-9.3	0.3	0.4	-13.3	-15.8
Cn1nccc1CNC(=O)c1c(Cl)cnn1C	9.3	-5.0	5.3	-1.8	0.4	-0.5	-2.3	1.2	-9.6
CSc1nsc(SCC(=O)Nc2ccccn2)n1	4.2	-1.9	6.7	-5.2	16.7	0.9	3.4	-1.7	2.2
NNC(=O)c1[nH]c2ccccc2c1-c1ccccc1	49.8	-3.7	-19.7	-4.0	-4.3	-2.7	-0.2	21.6	2.9
O=C(COC(=O)c1ccccc1NC(=O)c1ccco1)NCCC1=CCCCC1	5.2	3.1	15.7	-5.2	29.6	-2.3	1.0	11.8	17.6
CC[C@@]12C(=O)N(c3cccc(Br)c3)C(=O)N1[C@H](c1ccc(F)cc1)[C@@H]1C(=O)N(C3CCCCC3)C(=O)[C@@H]12	17.6	-10.5	-9.9	3.3	2.4	-2.1	0.2	31.0	-15.8
CCOC(=O)c1c(NC(=O)CSc2nnc(CN3CCOCC3)n2C)sc2c1CCCC2	10.1	-1.2	-2.6	-0.4	-3.0	1.0	-0.1	-17.6	11.2
O=C(Cn1nnc(-c2ccccc2F)n1)Nc1cccc2ncccc12	-17.4	-4.0	7.7	-4.4	9.2	-1.8	-1.4	34.3	6.0
COc1cccc(COC(=O)c2ccc3c(c2)NC(=O)C(C)S3)c1OC (stereo not given)	-3.2	6.6	-8.2	-1.3	5.5	0.5	-1.6	22.7	12.5
O=C(c1cc2ccccc2oc1=O)N(Cc1cccs1)CC1CCCO1 (stereo not given)	22.5	-3.0	3.8	-3.7	13.8	2.6	-0.3	-13.1	-2.6
CCCn1nnc(NC(=O)C(C)Oc2ccc(Cl)cc2Cl)n1 (stereo not given)	22.6	2.9	7.0	-1.9	-6.2	1.3	2.2	7.0	0.0
O=C(NCC(F)(F)F)N1CCOCC1	4.9	-1.9	9.2	-0.5	-11.8	-3.1	-1.3	4.4	9.1
C=C(c1ccc(OCCO)cc1)c1ccc(OCCO)cc1	-3.0	1.1	-7.6	-0.6	-8.5	-1.2	-0.4	-1.1	4.5
COc1ccc(CN2CCc3ccc(NC(=O)CCc4ccccc4OC)cc3C2)c(O)c1	22.1	3.8	-5.1	-3.3	-45.5	-10.5	1.1	17.5	11.9
O=C1c2ccccc2C(=O)N1CSc1ncccn1	7.5	-16.4	-0.8	-0.9	8.4	-3.5	2.8	21.4	7.0
Cc1noc(NS(=O)(=O)c2ccc(NC(=O)C34CC5CC(C3)CC(n3cnc(Br)n3)(C5)C4)cc2)c1C	8.2	-0.9	-0.5	1.5	3.9	-0.1	1.3	10.4	15.5
Cc1ccc2c(c1)C(=O)C(=O)N2Cc1ccc(Br)cc1	68.1*	-6.3	15.8	1.9	16.5	52.4*	2.0	65.7*	43.7
CS(=O)(=O)N1CCN(c2ccc([N+](=O)[O-])cc2F)CC1	-3.8	-9.2	-1.0	-2.4	-5.7	-2.5	-1.2	21.4	0.9
CC1(C)CC(NC(=O)CSc2ccccc2)CC(C)(C)N1	10.2	6.8	-0.7	-7.0	-4.2	0.6	-0.1	11.2	3.8
Cc1cc(NC(=O)CC#N)n(-c2nc3ccccc3[nH]2)n1	24.9	2.9	0.5	-3.5	4.2	1.9	-2.2	-1.5	6.4
CCOC(=O)c1ccc(NC(=O)N2CCOCC2)cc1	5.0	-11.7	3.2	-1.3	16.0	2.8	3.6	-8.6	-4.3
COc1ccc(N2C(=O)CC(SC(C)C)C2=O)cc1 (stereo not given)	13.6	-10.4	1.3	3.4	5.1	0.2	2.8	-7.3	2.8
